# High-throughput results deposited in PubChem BioAssay by National Center for Advancing Translational Sciences (NCATS).
# Nrf2 block: Nrf2 pathway inhibition; AID 504444; Potency, µM (top dose mostly 46 µM), without a hit: top-dose activity change, negative = inhibition, usual class: inhibitors; 360,000 compounds, 2.1% hits; A549 ARE-Fluc reporter, luciferase luminescence, 18-24 h; also: potency is read from the fitted curve at half-maximal effect; % is scaled to controls: 0 for no effect and ±100 for the full control effect; nearly all actives have a fitted effect of over 60% in size
#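 Nrf2 activity is the BugLite luminescence, read 15 min after reagent at room temperature, following CellTiter-Fluor cytotoxicity readout (30 min, 37C). Compound titrations were applied for 18-24 h to 5000 A549 ARE_Fluc cells/well in 5% FBS OPTI-MEM.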
# MmCpn inh: M. maripaludis TRiC chaperonin inhibition | 330,000 compounds, 0.031% hits | purified Mm-Cpn ATPase, ADP Transcreener TR-FRET | AID 504842 | Potency, µM (top dose mostly 76.9 µM), for inactives: at the top dose activity, negative = inhibition, most hits filed as inhibitors; also: potency is read from the fitted curve at half-maximal effect; % is scaled to controls: 0 for no effect and ±100 for the full control effect; nearly all actives have a fitted effect of over 80% in size
#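 TR-FRET (320 nm excitation; 590 and 665 nm emission) reports ADP made from 10 uM ATP by 25 nM enzyme; compounds were preincubated 10 min, reaction run 30 min, both at 37°C.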
# Abeta yeast res: compounds reversing amyloid beta toxicity in yeast; yeast expressing A-beta42, growth rescue, OD600, 48 h; response scale: 0% DMSO, 100% iron-clioquinol control; 410,000 compounds, 0.063% hits; Potency, µM (top dose mostly 46.1 µM), for the others: top-dose growth rescue, most hits filed as activators; also: potency is read from the fitted curve at half-maximal effect; nearly all actives have a fitted effect of over 55% in size
#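 Yeast A-beta toxicity model in growth medium with pinned compounds, 48 h at 30 C; growth read as absorbance at 600 nm. Normalized to FeCl3/clioquinol equimolar mix (positive) and DMSO (negative).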
# TGFb inhibitor: inhibitors of TGF-b signaling. HepG2 CAGA-GFP TGF-b/SMAD3 reporter, GFP fluorescence, 18 h; TGF-beta stimulated, 500 pg/mL final. Potency, µM (titrated, usually from 46.1 µM), inactives show top-dose activity, negative = inhibition, usual class: inhibitors. 410,000 compounds, 1.2% hits. AID 588855; also: potency is read from the fitted curve at half-maximal effect; % is scaled to controls: 0 for no effect and ±100 for the full control effect; nearly all actives have a fitted effect of over 65% in size
#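 HEPG2 CAGA-GFP reporter cells (1000/well, DMEM with 1% FBS) received compounds, then recombinant TGF-beta at 500 pg/mL final for 18 hours at 37 degrees C. Per-cell GFP summed per well was normalised to unstimulated and stimulated DMSO controls before curve fitting.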
# CCT modulator: modulators of cytosolic chaperonin (CCT/TRiC) activity. activity change, % (no concentration beside the values), hits read low. 360,000 compounds, 0.3% hits. purified chaperonin ATPase assay, HTRF ADP detection, 30 min; in the data active = activity change below about -30%; also: % is scaled to controls: 0 for no effect and ±100 for the full control effect
#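 First, chaperonin was dispensed at 40 nM or 20 nM final depending on batch activity. Next, compounds were pinned at 76 uM and ATP added at 10 uM. After 30 min at 37 °C, ADP detection reagents ran 30 min at ambient temperature.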
# Akt phos inh: Akt phosphorylation inhibition; Neuro2A IGF-stimulated pAkt S473 HTRF, 20 min; active compounds read low; activity change, % for hits at 50 µM; 360,000 compounds, 0.32% hits; AID 651550; in the data active = activity change below about -80%; inconclusive = mostly about -51% to -80%; also: % is scaled to controls: 0 for no effect and ±100 for the full control effect
#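 Neuro2A cells in DMEM with 0.5% FBS, overnight at 37 deg C, given compound at single 50 µM final, then IGF (6 nM final) for 20 min at 37 deg C. Lysed; phospho-Akt Ser473 by HTRF after 24 h, 665/615 ratio.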
# A549 viability: kills or reduces viability of A549 cells in Nrf2 counter-screen; A549 ARE-Fluc cells, CellTiter-Fluor viability, 18-24 h; Potency, µM (highest dose often 46 µM), for the others: top-dose activity change, negative = cytotoxicity, actives largely listed as inhibitors; 390,000 compounds, 0.16% hits; AID 504648; also: potency is read from the fitted curve at half-maximal effect; % is scaled to controls: 0 for no effect and ±100 for the full control effect
#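 A549 ARE_Fluc cells in 5% FBS OPTI-MEM were exposed to compounds in concentration-response for 18-24 h at 37 deg C. Viability was read by CellTiter-Fluor fluorescence (Ex 405/Em 525) after 30 min, before the luciferase read.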
# Nrf2 activator: activates Nrf2 signaling; AID 624171; AREc32 ARE-luciferase reporter (MCF7-derived line), luminescence, 24 h; 410,000 compounds, 0.31% hits; Potency, µM (titrated, usually from 46.1 µM), inactives show at the top dose activation, most hits filed as activators; also: potency is read from the fitted curve at half-maximal effect; % of control where 0% means no effect; nearly all actives have a fitted effect of over 65% in size
#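 Nrf2 activation is followed as ARE-luciferase induction in the AREc32 line after one day of compound treatment; luminescence is read with Steady-Glo.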
# HepG2 tox: counter-screen for TGF-b inhibitors: cytotoxicity in HepG2 cells | HepG2 CAGA-GFP viability, ATP luminescence, 18 h | Potency, µM (highest dose often 46.1 µM), for inactives: top-dose activity change, negative = cytotoxicity, hits mostly cytotoxic | 410,000 compounds, 0.76% hits; also: potency is read from the fitted curve at half-maximal effect; some results filed as inactive show a strong effect at the top dose
#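 HepG2 CAGA-GFP cells (1000/well, DMEM with 1% FBS) received compound, then TGF-beta at 500 pg/mL final, and were incubated 18 hours at 37 degrees C. Viability was read by CellTiter-Glo luminescence. Media-only wells were set as complete cell-killing and DMSO as no toxicity.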
# * marks the source's active call; other numbers are inactive results; i = inactive; ? = inconclusive; nt = not tested or not shown; & = joins results of further samples; [ ] = remark or other dose. Unless noted, calls follow the shape of the dose curve; as a rule, active = well fitted curve in the direction sought with a large enough effect; inconclusive = small, poorly fitted or top-dose-only effect, or another doubt; inactive = no such curve, though single readings can be large; an effect the other way counts as inactive or inconclusive.
SMILES,Nrf2 block,MmCpn inh,Abeta yeast res,TGFb inhibitor,CCT modulator,Akt phos inh,A549 viability,Nrf2 activator,HepG2 tox
COc1ccc(CNC(=O)CC2N=C3c4ccccc4N=C(SCC(=O)Nc4ccc(N(C)C)cc4)N3C2=O)cc1 (stereo not given),nt,nt,-12%,1%,nt,nt,8%,-3.0%,0%
Cc1ccc(S(=O)(=O)CCC(=O)Nc2ccc(Br)cc2)cc1,-18%,-1%,0%,0%,0.2,i,2%,0.2%,-9%
COc1ccccc1C(=O)Nc1cccc(OCc2cc(=O)n3ccccc3n2)c1,nt,nt,-30%,?,nt,nt,?,5.4%,-3%
CN(C)CCCNc1oc(-c2ccccc2Cl)nc1S(=O)(=O)c1ccccc1,2%,0%,17%,0%,-0.3,i,-2%,-0.1%,-29%
O=C(Nc1ncccn1)c1ccc(Cl)c([N+](=O)[O-])c1,-17%,-1%,-1%,?,-0.8,i,?,?,-23%
COc1ccccc1/C=C1\SC(=O)N(CC(=O)NCCCn2ccnc2)C1=O,4%,1%,-2%,4%,-0.6,i,-9%,-0.5%,5%
O=C(NC(=S)Nc1cccnc1Cl)c1ccc(F)cc1,?,1%,-8%,14%,-19,i,2%,14%,6%
O=C(NNC1=C(C(=O)C(F)(F)F)CCC1)c1cccnc1,13%,2%,-7%,-4%,-0.3,i,-8%,3.8%,-2%
Cc1c(CNC2CCCCCC2)c(C(=O)O)c(C)n1Cc1cccc(Cl)c1,5%,nt,3%,-16%,nt,nt,6%,-0.1%,-14%
COc1ccc(C(=O)C2CCCN(C(=O)CCc3ccccn3)C2)c(C)c1 (stereo not given),-5%,2%,-1%,-8%,-2.7,i,-4%,3.7%,-11%
Cc1cccc(-c2c3c(=O)n(C)c(=O)n(C)c3c3cnc4ccccc4n23)c1,12%,nt,-8%,12%,nt,nt,-8%,4.2%,3%
CCOCCCNC(=S)NCCCNc1nc2c(C)c(C)ccc2cc1C#N,10%,-2%,0%,?,-2.0,i,2%,0.1%,-54%
CCCCn1c(N)c(N(C)C(=O)CCCn2c(=O)oc3ccccc32)c(=O)[nH]c1=O,nt,nt,2%,-3%,1.3,i,nt,-1.2%,-16%
CCN(CC)NC(=S)Nc1ccccc1,12%,-1%,-21%,?,2.1,i,-5%,-0.1%,-1%
Cc1cc(-n2cnc(-c3cn(C)nc3C)n2)no1,6%,-2%,-8%,1%,1.2,i,2%,3.0%,-11%
Cc1cccc(C(=O)NCC(=O)N2CCN(S(=O)(=O)c3ccc4c(c3)OCCO4)CC2)c1,?,2%,11%,-24%,0.2,i,-1%,-0.4%,-5%
Cc1cccc(-c2nc(CCNC(=O)c3ccc(Br)o3)cs2)c1,nt,nt,2%,0%,nt,nt,5%,-0.1%,-8%
c1cc(Nc2cccc3nccnc23)c2nccnc2c1,-15%,-2%,-10%,4%,1.2,i,-8%,0.1%,-30%
O=C(COC(=O)c1ccc(F)cc1Cl)Nc1cccc(S(=O)(=O)N2CCOCC2)c1,7%,0%,4%,-1%,-3.0,i,0%,-0.4%,-21%
Cc1cc(N)ncc1[N+](=O)[O-],-4%,nt,9%,17%,0.0,i,-2%,0.8%,-16%

# Whole records as entered above. Order of values: Nrf2 block	MmCpn inh	Abeta yeast res	TGFb inhibitor	CCT modulator	Akt phos inh	A549 viability	Nrf2 activator	HepG2 tox
# Entry for CCN(CC)NC(=S)Nc1ccccc1 → 12%	-1%	-21%	?	2.1	i	-5%	-0.1%	-1%
# Entry for CCCCn1c(N)c(N(C)C(=O)CCCn2c(=O)oc3ccccc32)c(=O)[nH]c1=O → nt	nt	2%	-3%	1.3	i	nt	-1.2%	-16%

# (next part)
SMILES,Nrf2 block,MmCpn inh,Abeta yeast res,TGFb inhibitor,CCT modulator,Akt phos inh,A549 viability,Nrf2 activator,HepG2 tox
COc1ccc(C(=O)/C=C/c2cccc(OCc3ccccc3)c2)cc1CSCC(=O)O,-22%,-1%,-5%,?,-1.6,i,4%,?,-77%
Cc1c(CC(=O)NCCCO)c(=O)oc2cc3c(cc12)CCC(C)(C)O3,-4%,-9%,4%,-2%,-1.1,i,0%,-0.5%,-15%
CCc1ccc(N/C(=N/c2nc(C)cc(C)n2)NC(C)=O)cc1,-20%,0%,-3%,?,-1.6,i,0%,-1.1%,-25%
O=C(CCc1ccc(S(=O)(=O)N2CCOCC2)cc1)N1CCCC1,18%,1%,-3%,0%,1.4,i,15%,0.5%,-1%
CC1=Nc2cc(C(=O)N3CCCCC3)ccc2Sc2ccc(C)cc21,-16%&-14%,0%,-35%&-43%[inhibitor],?,-0.8,i,?,0.0%&2.2%,-19%&-4%
CCNc1nc(SCCOc2ccc(C)cc2)nc(N(C)C)n1,?,-1%,1%,0%,-0.4,i,-24%,-0.6%,-16%
CCN(C(=O)CSc1ncc2c(n1)-c1cc(Cl)ccc1N(Cc1ccccc1)S2(=O)=O)c1cccc(C)c1,-3%,nt,3%,-7%,nt,nt,4%,0.1%,-17%
CCc1nc2ccccc2c(C(=O)Oc2cccc3cccnc23)c1C,-17%,0%,15%,0%,-0.5,i,-7%,6.7%,-21%
C/C=C(\CS(=O)(=O)c1ccccc1)S(=O)(=O)c1ccccc1,6%,0%,-13%,-12%,-0.8,i,-18%,13µM*,-32%
COc1ccccc1CCNC(=O)C(=O)NCC(c1cccs1)S(=O)(=O)c1ccc(F)cc1 (stereo not given),nt,nt,-11%,-14%,nt,nt,-1%,1.0%,-26%
CC1(C)Cc2c(c(-c3ccccc3)[nH]c(=O)c2C#N)CS1,-6%,-1%,-8%,18%,-4.0,i,0%,-0.8%,-22%
O=C(Cc1ccc([N+](=O)[O-])cc1)Nc1ccc2c(c1)OCO2,1%,1%,-4%,7%,-1.6,i,-4%,-1.0%,-13%
Cc1csc(NC(=O)c2ccco2)c1C(=O)c1ccccc1,-7%,0%,3%,34%[activator],0.7,i,4%,5.4%,24%
Cc1cc(N(C)C)c(C#N)c(=O)[nH]1,-18%,-5%,0%,0%,-2.8,i,-4%,-0.8%,-25%
CCOC(=O)N1CCN(S(=O)(=O)c2ccc(C)c([N+](=O)[O-])c2)CC1,-18%,2%,-5%,-17%,-0.4,i,-3%,0.4%,6%
NS(=O)(=O)c1ccc(CCNC(=O)c2cccc(S(=O)(=O)N3CCc4ccccc43)c2)cc1,nt,nt,-1%,-26%,-2.2,i,nt,0.0%,-19%
COc1ccc(Cl)cc1N1CC(C(=O)Nc2nccs2)CC1=O (stereo not given),0%,nt,-6%,-6%,-1.4,i,-25%,-0.6%,-10%
c1ccc(-c2nc3nonc3nc2-c2ccccc2)cc1,?,1%,-91%[inhibitor],8.9µM*,-2.1,i,-1%,-0.3%,10µM*
Cc1ccc(N(CC(=O)NCc2ccccc2)C(=O)c2csnn2)c(C)c1,8%,-2%,-3%,-12%,0.4,i,3%,2.9%,-3%
O=C(c1cc2c(s1)-c1ccccc1S(=O)(=O)C2)N1CCCC1,6%,-4%,-2%,0%,-1.4,i,5%,1.6%,-21%
Cc1nc(C)c(-c2ccc(SCc3cccc(F)c3)nn2)s1,-19%,-4%,-6%,1%,-1.8,i,12%,4.3%,-7%
CCC(CO)[n+]1c(C)cc(/C=C2\Sc3ccccc3N2Cc2ccccc2)cc1C (stereo not given),15µM*,1%,-16%,0%,-1.8,i,?,-0.9%,-17%
Cc1ccc(NC(=O)CSc2ccc(-c3cccnc3)nn2)cc1,?,0%,15%,9%,-9.0,i,-7%,0.4%,-6%
O=C(COc1ccc(-c2ccccc2)cc1)Nc1cccnc1,16µM*,-5%,-15%,-17%,-0.8,i,-16%,-0.7%,0%
Cc1cccc(NC(=O)CSc2nc(-c3ccco3)nc3cc(=O)[nH]n23)c1,11%,1%,8%,?,nt,nt,-7%,?,-12%
O=C(CSc1nnc(Nc2ccccc2)s1)Nc1cccnc1Cl,12%,-2%,11%,0%,0.1,i,0%,3.6%,-15%
O=C(C1CCCN(S(=O)(=O)c2cccc3cccnc23)C1)N1CCN(c2ccc(F)cc2)CC1 (stereo not given),?,-1%,-8%,-5%,-3.4,i,6%,0.0%,-25%
C[C@H](NC(N)=O)C(=O)Nc1ccc2c(c1)OCO2,-4%,1%,5%,6%,1.1,i,-4%,-0.1%,-9%
CS(=O)(=O)NCCOc1ccc(S(=O)(=O)NCCOc2ccccc2)cc1,?,4%,-11%,1%,1.4,i,-2%,-0.1%,-1%
CCOc1ccc(NC(=S)Nc2ccccc2C2(C)CC2)cc1,?,1%,?,?,-1.6,i,-13%,0.3%,5%
O=C(N/N=C/c1cn(-c2ccccc2)nc1-c1cccnc1)c1cccnc1,17%,1%,19%,7%,0.0,i,1%,6.0%,10%
CCOC(=O)c1c(NC(=S)N2CCN(C)CC2)sc2c1CCN(C(=O)OCC)C2,4%,-4%,1%,?,0.1,i,-15%,-1.7%,-51%
O=C(O)/C=C/C(=O)Nc1ccc(OC(F)F)cc1,0%,1%,-2%,-22%,-0.4,i,0%,-0.9%,-2%
Cc1ccc(C)c(C(=O)OCC(=O)Nc2cccc(S(=O)(=O)NC3=NCCCCC3)c2)c1,?,0%,16%,?,0.8,i,-8%,0.7%,6%
CCCc1nnc(SCc2ccc(OC)cc2)n1N,7%,1%,-10%,5%,-1.8,i,0%,-0.5%,2%
O=C(Nc1ccc(C(=O)N2CCOCC2)cc1)c1cccs1,5%,2%,4%,-7%,0.4,i,-11%,1.9%,-11%
